Compound activity deposited in PubChem BioAssay by National Center for Advancing Translational Sciences (NCATS).
PI5P4K alpha inh: PI5P4K alpha (human) kinase inhibition; P48426; PI5P4Kalpha enzyme, ADP-Glo luminescence, 60 min; stronger effect = lower value; max response, %; 330,000 tested, 1.2% active; AID 652105; active = max response of -50% or lower; inconclusive = between -30% and -50%; inactive = -30% or higher; also: value at the top dose of about 77 µM; % is scaled to controls: 0 for no effect and ±100 for the full control effect
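Quantitative HTS of the MLSMR library against PI5P4Kalpha with substrate. ATP added last at 5 microM final; room temperature, 60 minutes. Remaining ATP depleted, ADP converted and read as luminescence.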
GLP-1R agonist: GLP-1 receptor (human) agonism | P43220 | HEK293 GLP-1R CRE-luciferase, luminescence, 4-6 h; cells express a hypersensitive GLP-1R form | Potency, µM (top dose mostly 45.6 µM), for inactives: top-dose activation, hits mostly activators | 380,000 tested, 0.007% active; also: potency is read from the fitted curve at half-maximal effect; % of control where 0% means no effect
PTHR1 agonist: activates the human parathyroid hormone receptor PTHR1. Q03431. HEK293 GP2 PTHR1 cells, GloSensor cAMP luminescence, 1 h. Potency, µM (highest dose often 115 µM), for the others: top-dose activation, usual class: activators. 410,000 tested, 0.075% active; also: potency is read from the fitted curve at half-maximal effect; nearly all actives have a fitted effect of over 55% in size; some results filed as inactive show a strong effect at the top dose; inactives centre near -15; many of its hits are not listed in these tables
Target sequence (Q03431 whole entry, looked up): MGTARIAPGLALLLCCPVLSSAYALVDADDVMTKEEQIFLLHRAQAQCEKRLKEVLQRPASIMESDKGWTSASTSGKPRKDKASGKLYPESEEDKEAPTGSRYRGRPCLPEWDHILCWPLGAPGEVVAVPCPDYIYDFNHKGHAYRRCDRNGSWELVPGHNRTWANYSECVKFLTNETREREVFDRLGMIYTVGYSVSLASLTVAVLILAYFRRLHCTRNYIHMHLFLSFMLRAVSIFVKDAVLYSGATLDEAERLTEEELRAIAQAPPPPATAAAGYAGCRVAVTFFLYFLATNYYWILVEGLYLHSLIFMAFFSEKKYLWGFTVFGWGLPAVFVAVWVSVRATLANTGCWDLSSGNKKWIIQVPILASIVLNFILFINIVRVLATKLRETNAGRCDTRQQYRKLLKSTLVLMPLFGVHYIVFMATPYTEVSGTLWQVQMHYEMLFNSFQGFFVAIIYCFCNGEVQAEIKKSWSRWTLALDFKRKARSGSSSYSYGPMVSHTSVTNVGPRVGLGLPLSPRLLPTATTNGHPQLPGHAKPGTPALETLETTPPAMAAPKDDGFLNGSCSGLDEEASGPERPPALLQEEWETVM
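HEK-293-derived GP2 cells expressing PTHR1 and a GloSensor cAMP reporter, 3,000/well, plated overnight, given luciferin plus IBMX (each 0.5 mM as added) for 1 h at 37 °C, then compound for 1 h at 37 °C. Luminescence was read after 15 min at room temperature.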
EPAC1 ag: activates human EPAC1 exchange factor. O95398. EPAC1 agonist qHTS, biochemical assay; response scale: 100% = response to 6.5 mM cAMP. Potency, µM (doses to about 154 µM), without a hit: top-dose activation, hits mostly activators. 360,000 tested, 0.073% active; also: potency is read from the fitted curve at half-maximal effect; nearly all actives have a fitted effect of over 60% in size
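Normalized to 6.5 mM cAMP, activity reflects EPAC1-catalysed release of BODIPY-GDP from Rap1B, followed kinetically over 30 min at 480 nm excitation, 540 nm emission. Reaction contained 100 nM EPAC1, 250 nM Rap1B-BODIPY-GDP, 50 uM GDP.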
EPAC1 antagonist: blocks human EPAC1 exchange factor; O95398; EPAC1 GEF assay, Rap1b-BODIPY-GDP exchange fluorescence; Potency, µM (series often up to 115 µM), for inactives: at the highest dose activity change, negative = inhibition, actives largely listed as inhibitors; 360,000 tested, 0.14% active;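 also: potency is read from the fitted curve at half-maximal effect; plate controls were vehicle for no effect and positive control for full effect; nearly all actives have a fitted effect of over 50% in size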
HEK293 tox: cytotoxic in the GLP-1 receptor inverse agonist counter-screen; HEK293 cAMP-luciferase reporter cells, luminescence, 24 h; Potency, µM (doses to about 38.3 µM), inactives show at the highest dose activity change, negative = inhibition, actives largely listed as inhibitors; 410,000 tested, 0.13% active; AID 624418;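 also: loss of luciferase light is scored as toxicity; potency is read from the fitted curve at half-maximal effect; % is scaled to controls: 0 for no effect and ±100 for the full control effect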
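1536-well qHTS counterscreen of the MLSMR; 200 cells/uL, 12 h pre-incubation, 23 nL cpd, 24 h at 37 deg C 5% CO2, luciferase detection reagent, 12 min RT, luminescence. Inhibition = undesired.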
GLP1R inv ag: acts as inverse agonist at human GLP-1 receptor; P43220; HEK293 GLP-1R CRE-luciferase, luminescence, 24 h; GLP-1R form is constitutively active; Potency, µM (titrated, usually from 38.3 µM), for the others: top-dose activity change, negative = inhibition, most hits filed as inhibitors; 410,000 tested, 1.6% active; AID 624417; also: potency is read from the fitted curve at half-maximal effect; % is scaled to controls: 0 for no effect and ±100 for the full control effect; nearly all actives have a fitted effect of over 55% in size
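HEK293 cells stably co-expressing constitutively active GLP-1R and a cAMP-responsive luciferase reporter were seeded in DMEM with 10% Nu serum, given compounds after 12 h, and incubated 24 h at 37 deg C. Luminescence was then read.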
PLK1 PBD inh: inhibitors of human PLK1 polo-box domain binding; Plk1 PBD binding of FITC phosphopeptide, fluorescence polarization; Potency, µM, inactives show max response, negative = inhibition, most hits filed as inhibitors; 360,000 tested, 2.8% active; also: potency is read from the fitted curve at half-maximal effect; series mostly up to about 57 µM; % is scaled to controls: 0 for no effect and ±100 for the full control effect; nearly all actives have a fitted effect of over 65% in size
IL-2 act: activators of IL-2 | activation, % (series mostly up to about 46 µM) | IL-2 activation reporter assay, cell-based qHTS; stimulated with anti-CD3/CD4/CD28 beads; in transgenic mouse T cells | 360,000 tested, 0.065% active; in the data active = activation above about 50%; inconclusive = mostly about 30% to 49%; also: 0% is about no effect
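First, unstimulated transgenic mouse T cells were exposed to compound for 60 min. Next, anti-CD3/anti-CD4-coated beads with anti-CD28 were added. Finally, after 18 h at 37 degrees C, EGFP and DsRed were imaged.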
* marks the source's active call; other numbers are inactive results; i = inactive; ? = inconclusive; . = no result given; [ ] = dose if it differs, or a comment. Unless noted, calls follow the shape of the dose curve; as a rule, active = well fitted curve in the direction sought with a large enough effect; inconclusive = small, poorly fitted or top-dose-only effect, or another doubt; inactive = no such curve, though single readings can be large; an effect the other way counts as inactive or inconclusive. Some of the compounds tested; the hit share may differ from the screen's.

1. CC(=O)c1c(C)[nH]c(C(=O)CN2C(=O)NC(CCc3ccccc3)C2=O)c1C (stereo not given)
2. O=c1cc(CN2CCc3ccccc32)c2ccc(O)cc2o1
3. COc1ccc(CC(=O)N/N=C(\C)c2cccs2)cc1OC
4. CC1CCCC1/C(=N/O)c1ccccc1 (stereo not given)
5. O=C(N/N=C/c1cc(Br)cs1)c1c[nH]c2ccccc12
6. CCCNC(=O)NC(=O)COC(=O)c1ccc(S(=O)(=O)N(C)c2ccccc2OC)cc1
7. Cc1nn(Cc2ccccc2)c(C)c1/C=N/NC(=O)c1ccccc1O
8. O=C(/C=C/Nc1ccc(Nc2ccccc2)cc1)c1cccs1
9. CCOC(=O)c1c(C)[nH]c(C(=O)Nc2cc(OCC)c(N3CCOCC3)cc2OCC)c1C
10. O=C1NC(=O)C2(N1)C(=O)c1cccc3cccc2c13 (stereo not given)
assay / compound,1,2,3,4,5,6,7,8,9,10
PI5P4K alpha inh,-3,-6,6,1,-4,8,7,1,-7,0
GLP-1R agonist,5%,9%,-1%,14%,8%,0%,-6%,10%,6%,-5%
PTHR1 agonist,i,-72%[inhibitor],i,-10%,i,-16%,i,-64%[inhibitor],-27%,-7%
EPAC1 ag,2%,-9%,3%,5%,10%,0%,0%,4%,-7%,112µM*
EPAC1 antagonist,-5%,-20%,-4%,4%,-19%,-15%,?,-8%,4%,40%[activator]
HEK293 tox,-8%,27%,0%,4%,-20%,?,-1%,-4%,3%,54%[activator]
GLP1R inv ag,-17%,-11%,12%,-23%,?,?,40%[activator],?,2%,10%
PLK1 PBD inh,1%,-15%,-4%,-6%,-9%,-10%,-14%,15%,-4%,11µM*
IL-2 act,0.1,-0.6,-2.9,1.3,0.6,-2.7,1.6,0.9,0.7,0.6

11. Cc1cc(NC(=O)Nc2cc(C)nn2-c2ccccc2)n(-c2ccccc2)n1
12. CC1CCc2sc3nc(N4CCN(CCO)CC4)n4ncnc4c3c2C1 (stereo not given)
13. Cc1cc(=O)[nH]c(NCc2ccc(Cl)cc2)n1
14. O=C(/C=C1\SC(=O)N(CC(=O)Nc2ccc(Cl)cc2)C1=O)Nc1ccc(F)cc1
15. O=C(c1ccc(SCc2ccco2)c([N+](=O)[O-])c1)N1CCOCC1
16. CCOC(=S)N/C(=N\S(C)(=O)=O)c1ccccc1
17. CCN(C(=O)COC(=O)c1cc2c(s1)CCCCC2)C1CCS(=O)(=O)C1 (stereo not given)
18. Cc1ccc(-n2c(C(C)n3nc(C)c([N+](=O)[O-])c3C)n[nH]c2=S)cc1 (stereo not given)
19. Cc1[nH]c2ccccc2c1CN1CCC(CO)(Cc2ccccc2)CC1
20. COC(=O)[C@H](Cc1ccccc1)NCCCn1cnc(C(=O)Nc2ccc(C)c(C)c2)n1
assay / compound,11,12,13,14,15,16,17,18,19,20
PI5P4K alpha inh,5,0,0,1,3,1,-4,.,1,7
GLP-1R agonist,-8%,?,11%,0%,7%,10%,5%,-13%,-3%,0%
PTHR1 agonist,i,-19%,-17%,i,-1%,4%,i,-14%[57.5 µM],23%,-17%
EPAC1 ag,-1%,3%,14%,6%,6%,4%,-1%,-1%,-1%,-20%
EPAC1 antagonist,-13%,-5%,9%,-1%,-26%,-23%,6%,-1%,-10%,20%
HEK293 tox,-5%,-19%,-24%,-1%,9%,4%,11%,19%,6%,-10%
GLP1R inv ag,25%,?,15%,12%,4%,15%,19%,56%[activator],?,4%
PLK1 PBD inh,1%,-8%,1%,-4%,-8%,17µM*,2%,-8%,-6%,-12%
IL-2 act,-1.3,-0.7,-0.1,-0.5,-0.3,0.2,-1.8,-1.4,-0.2,-0.3

21. N#C/C(=N\Nc1ccc(F)cc1)C(=N)N1CCCCCC1
22. O=S1(=O)[C@H]2C[C@@H]3C=C[C@@]2(CN1Cc1cccc(C(F)(F)F)c1)O3
23. c1ccc(CNc2nc(CN3CCOCC3)nc3scc(-c4ccccc4)c23)cc1
24. O=C1c2ccccc2C(=O)N1c1ccc(Br)c2cccnc12
25. O=C1CSC(c2ccccc2F)N1c1ccccc1F (stereo not given)
26. COCCN(C(=O)/C=C/c1cccc([N+](=O)[O-])c1)c1c(N)n(Cc2ccccc2)c(=O)[nH]c1=O
27. O=C(Nn1c(=S)[nH]c2ccccc2c1=O)c1ccncc1
28. CCN(CCCNC(=O)CNC(=O)c1nn(-c2ccc(OC)cc2OC)c(=O)c2ccccc12)c1cccc(C)c1
29. Cc1cc(OC(C)C(=O)NCc2ccncc2)c2c(C)cc(=O)oc2c1 (stereo not given)
30. O=C(NC1CCCC(C(F)(F)F)C1)c1ccc([N+](=O)[O-])o1 (stereo not given)
assay / compound,21,22,23,24,25,26,27,28,29,30
PI5P4K alpha inh,-1,-1,-8,3,-5,-3,-9,5,8,6
GLP-1R agonist,1%,20%,8%,3%,-2%,9%,0%,-2%,7%,0%
PTHR1 agonist,-10%,i,30%,-10%,-18%,?,-3%[57.5 µM],-30%[inhibitor],-29%,i
EPAC1 ag,-10%,8%,-5%,8%,1%,5%,-6%,-12%,-6%,-8%
EPAC1 antagonist,3%,6%,-12%,-14%,6%,-10%,-1%,-6%,12%,22%
HEK293 tox,-21%,-18%,-2%,-4%,5%,-3%,21%,?,1%,-17%
GLP1R inv ag,-2%,1%,0%,10%,-42%,30%,-7%,?,18%,-10%
PLK1 PBD inh,5%,-4%,-1%,-3%,-1%,-13%,-9%,-5%,?,-7%
IL-2 act,1.9,-0.8,-4.2,-1.2,0.8,1.5,0.3,0.6,1.1,0.5

31. CC1([N+](=O)[O-])COC(c2cccc3ccccc23)OC1 (stereo not given)
32. NS(=O)(=O)c1ccc(CCNC(=O)CSc2nc3ccsc3c(=O)n2CCCCC(=O)O)cc1
33. Cc1ccccc1NC(=O)Cc1nc(COC(=O)c2cc(Br)ccc2O)cs1
34. Cc1nn(CC(=O)NCCCc2ccccc2)c(C)c1[N+](=O)[O-]
35. CCOC(=O)C1(CCCc2ccccc2)CCN(C2CCN(C(C)=O)CC2)CC1
36. Cc1cc(C)cc(OCC(=O)OCC(=O)c2c(N)n(C)c(=O)n(C)c2=O)c1
37. CCOc1cc(/C=N/OC(C)=O)ccc1OCc1ccccc1
38. O=C(NC(=S)N1CCOCC1)c1ccc(F)cc1
39. CN=c1scc(C)n1/N=C/c1ccc(O)cc1O
40. CC(NC(=S)Nc1ccc(OC(F)F)c(Cl)c1)C(C)(C)C (stereo not given)
assay / compound,31,32,33,34,35,36,37,38,39,40
PI5P4K alpha inh,-7,-1,-6,8,6,2,6,-5,-3,5
GLP-1R agonist,-1%,-2%,6%,3%,9%,-12%,23%,-4%,-28%,3%
PTHR1 agonist,i,i,-20%,10%,-18%,i,i,-3%,-20%,-31%[inhibitor]
EPAC1 ag,7%,-1%,-17%,-7%,15%,0%,-1%,-4%,4%,-9%
EPAC1 antagonist,3%,-16%,-11%,7%,1%,25%,-12%,0%,-29%,9%
HEK293 tox,8%,-4%,0%,-9%,6%,9%,-5%,?,-1%,?
GLP1R inv ag,?,2%,-23%,-11%,?,21%,12%,?,-13%,?
PLK1 PBD inh,2%,4%,1%,-2%,-10%,-6%,-2%,-9%,-9%,2%
IL-2 act,0.6,-2.3,0.6,0.2,-0.7,0.2,1.4,-0.2,1.6,-4.0

41. N#C/C(=C\c1cn(CC(=O)O)c2ccccc12)C(=O)NCc1ccccc1
42. C=CCNC(=O)c1onc(CSc2ccc(OC)cc2)c1C(=O)O
43. COc1ccc(CNC(=O)c2c(O)c3cccc4c3n(c2=O)CCC4)cc1
44. Cc1ccc(NC(=O)Cn2nnc3ccccc3c2=O)cc1
assay / compound,41,42,43,44
PI5P4K alpha inh,-2,-14,17,2
GLP-1R agonist,2%,-4%,-7%,1%
PTHR1 agonist,-4%,6%,i,i
EPAC1 ag,2%,6%,-10%,6%
EPAC1 antagonist,?,2%,-3%,2%
HEK293 tox,?,13%,?,5%[7.66 µM]
GLP1R inv ag,12%,?,?,11%[7.66 µM]
PLK1 PBD inh,-11%,-13%,-6%,2%
IL-2 act,-0.7,-1.0,-1.0,0.3
